Screening results: PubChem BioAssay, National Center for Advancing Translational Sciences (NCATS)
EPAC2 agonist = EPAC2 (human) agonism | 360,000 tested, 0.079% active | Potency, µM (doses to about 154 µM), without a hit: at the top dose activation, actives largely listed as activators | EPAC2 activation, biochemical qHTS; response scale: 100% = 6.5 mM cAMP response | AID 720711; note: nearly all actives have a fitted effect of over 50% in size
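Setup: EPAC2 100 nM, labeled Rap1B complex 250 nM, free GDP 50 uM. Compound titrations pinned in, brief spin, 5 min room temperature incubation. Kinetic fluorescence read over 30 min, normalized to 6.5 mM cAMP.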
EPAC2 antagonist = antagonists of human EPAC2 | Potency, µM (series often up to 114 µM), for inactives: at the highest dose activity, negative = inhibition, actives largely listed as inhibitors | EPAC2 GEF exchange of Rap1B-BODIPY-GDP, fluorescence | Q8WZA2 | AID 720708 | 360,000 tested, 0.18% active; note: % is set by controls: 0 for no effect and ±100 for the full control effect; nearly all actives have a fitted effect of over 45% in size; many of its hits are not listed in these tables
FUS suppressor = suppressors of FUS proteinopathy in yeast; 390,000 tested, 0.24% active; AID 1347120; Potency, µM (titrated, usually from 76.6 µM), for inactives: top-dose growth rescue (activation), most hits filed as activators; S. cerevisiae FUS-expressing, growth rescue, OD600, 24 h;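 note: plate controls were DMSO vehicle for no effect and reference control for full effect; nearly all actives have a fitted effect of over 55% in size; some results filed as inactive show a strong effect at the top dose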
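Absorbance at 600 nm, taken 24hr after compound addition, measured rescue of FUS-yeast growth at 30C. Induction used 2% galactose with seeding at OD 0.005. Controls: CP55940 from 92uM final, DMSO only.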
aSyn yeast inh = inhibitors of alpha-synuclein toxicity in yeast; 370,000 tested, 0.14% active; Potency, µM (top dose mostly 46.1 µM), inactives show at the highest dose growth rescue (activation), hits mostly activators; AID 652106; Yeast expressing alpha-synuclein, growth rescue, BacTiter-Glo, 24 h; note: % of control where 0% means no effect; nearly all actives have a fitted effect of over 65% in size
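Screening used galactose-induced yeast with toxic alpha-synuclein levels, exposed to compound for 24 hr at 30 deg C. Cell growth, read with BacTiter-Glo luminescence, gave the measured signal.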
TDP-43 yeast inh = rescues yeast growth from TDP-43 toxicity; TDP-43 expressing yeast growth rescue, BacTiter-Glo, 24 h; Potency, µM (top dose mostly 46.1 µM), for inactives: at the top dose growth rescue (activation), hits mostly activators; 410,000 tested, 1.8% active; AID 652104; note: % of control where 0% means no effect; nearly all actives have a fitted effect of over 50% in size
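Growth rescue of TDP-43-toxic yeast measured as ATP luminescence (BacTiter-Glo). Cells grown to mid-log in raffinose, induced in galactose at OD600=0.02, exposed to compound 24 hr at 30 deg C.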
PTHR1 agonist = agonists of human PTHR1 parathyroid hormone receptor | Q03431 | HEK293 GP2 PTHR1 cells, GloSensor cAMP luminescence, 1 h | Potency, µM (highest dose often 115 µM), for the others: at the top dose activation, usual class: activators | 410,000 tested, 0.075% active; note: nearly all actives have a fitted effect of over 55% in size; some results filed as inactive show a strong effect at the top dose; inactives centre near -15; many of its hits are not listed in these tables
Target sequence (Q03431 whole entry, looked up): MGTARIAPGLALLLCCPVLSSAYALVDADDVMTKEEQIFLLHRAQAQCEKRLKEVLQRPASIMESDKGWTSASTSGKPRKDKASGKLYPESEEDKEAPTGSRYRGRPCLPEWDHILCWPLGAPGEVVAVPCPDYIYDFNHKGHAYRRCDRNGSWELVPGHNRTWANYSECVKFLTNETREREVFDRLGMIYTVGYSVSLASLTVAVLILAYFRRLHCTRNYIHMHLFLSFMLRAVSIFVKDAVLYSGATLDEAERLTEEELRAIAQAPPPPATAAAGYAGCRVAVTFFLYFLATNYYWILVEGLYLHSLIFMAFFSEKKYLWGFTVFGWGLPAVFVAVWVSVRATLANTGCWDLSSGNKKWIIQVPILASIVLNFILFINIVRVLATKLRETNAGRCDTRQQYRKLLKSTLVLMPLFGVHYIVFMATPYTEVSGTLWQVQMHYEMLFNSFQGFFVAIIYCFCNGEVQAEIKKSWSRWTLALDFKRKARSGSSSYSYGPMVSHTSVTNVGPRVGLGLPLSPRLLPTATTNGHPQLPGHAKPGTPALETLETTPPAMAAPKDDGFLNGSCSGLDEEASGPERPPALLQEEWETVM
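HEK-293-derived GP2 cells expressing PTHR1 and a GloSensor cAMP reporter, 3,000/well, plated overnight, given luciferin plus IBMX (each 0.5 mM as added) for 1 h at 37 °C, then compound for 1 h at 37 °C. Luminescence was read after 15 min at room temperature.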
EPAC1 antagonist = blocks human EPAC1 exchange factor; EPAC1 GEF assay, Rap1b-BODIPY-GDP exchange fluorescence; 360,000 tested, 0.14% active; Potency, µM (doses to about 115 µM), inactives show top-dose activity change, negative = inhibition, usual class: inhibitors; O95398;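 note: plate controls were vehicle for no effect and positive control for full effect; nearly all actives have a fitted effect of over 50% in size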
EPAC1 agonist = activates human EPAC1 exchange factor; EPAC1 agonist qHTS, biochemical assay; response scale: 100% = response to 6.5 mM cAMP; O95398; 360,000 tested, 0.073% active; Potency, µM (highest dose often 154 µM), for inactives: at the highest dose activation, usual class: activators; note: nearly all actives have a fitted effect of over 60% in size
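Compounds were pinned as a concentration titration into mixtures of EPAC1 (100 nM), BODIPY-GDP-loaded Rap1B (250 nM) and GDP (50 uM). After 5 min at room temperature, fluorescence was followed for 30 min; activity was scaled to 6.5 mM cAMP.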
Numbers without * were called inactive; i = inactive; ? = inconclusive; / = not tested or not shown; & = joins results of further samples; [ ] = another dose, or the depositor's remark. Calls come from the whole dose curve; as a rule, active = well fitted curve in the direction sought with a large enough effect; inconclusive = small, poorly fitted or top-dose-only effect, or another doubt; inactive = no such curve, though single readings can be large; an effect the other way counts as inactive or inconclusive. Potency is the fitted concentration of half-maximal effect. These rows are one share of the data; the hit share may differ from the screen's.

SMILES	EPAC2 agonist	EPAC2 antagonist	FUS suppressor	aSyn yeast inh	TDP-43 yeast inh	PTHR1 agonist	EPAC1 antagonist	EPAC1 agonist
COc1ccc(N2CCN(C(=O)C3CCN(S(=O)(=O)c4ccc(C)cc4)CC3)CC2)cc1	-0.3%	2.3%	15.7%	0.0%	-13.9%	i	-3.7%	5.8%
Cc1ccc([C@H]2C[C@H](O)[C@@H](n3cc(C4CC4)nn3)CN2C(=O)c2cccs2)cc1	-2.8%	1.8%	11.9%	-9.0%	8.3%	-24.4%	-8.6%	-5.3%
Cc1nc2ccccc2n1C(=O)c1cc(-c2ccc(Br)cc2)nc2ccccc12	1.1%	-5.4%	0.4%	-7.1%	4.6%	-48.5%[inhibitor]	-12.8%	16.7%
CCn1ccc(C(=O)N2CCOCC2)n1	-9.9%	-1.2%	-0.9%	-0.3%	-24.1%	i	18.1%	-0.9%
CCOC(=O)C1CCN(c2ncnc3c2[nH]c2cccc(OC)c23)CC1	3.3%	7.4%	22.4µM*	1.4%	-14.1%	-28.8%[57.5 µM]	3.5%	8.7%
CCCCC[C@H]1CN(CCc2ccccc2)C(=O)[C@@H]1CC(=O)NCc1ccc(OC)cc1	-1.7%	?	?	25.1%	-6.3%	-52.1%[inhibitor]	-24.3%	-25.2%
CCC1NC(=S)NC(C)=C1C(=O)c1ccccc1 (centres undefined)	-6.4%	1.8%	-18.5%	-0.5%	3.5%	i	19.5%	-3.2%
O=C(Nc1ccccc1C(=O)Nc1ccc(F)cc1)c1ccco1	3.6%	3.9%	-3.9%	-3.7%	-6.7%	-6.7%	-0.3%	-6.1%
Cc1cc(N2CCN(c3ccc([N+](=O)[O-])c4cccnc34)CC2)c2ccccc2n1	-5.0%	7.6%	17.7%	5.5%	12.0%	i	4.4%	-6.4%
CC(C)N(C(=O)CSc1nc2ccccc2n1-c1ccccc1)C(C)C	16.6%	-1.0%	48.8%	8.7%	-10.5%	-25.3%	7.9%	12.4%
CCOc1ccc(NC(=O)CN(C)C(=O)c2cc(S(=O)(=O)N3CCCCC3)ccc2C)cc1OCC	-2.3%	11.6%	/	3.0%	27.5%	i	-12.3%	-2.8%
COc1cccc(NC(=O)COC(=O)c2cc(=O)c3ccccc3o2)c1	13.1%	31.7%[activator]	/	-20.7%	-7.3%	14.0%	-0.9%	5.4%
CC(=O)N1c2ccc(S(=O)(=O)N3CCCC(C(=O)Nc4cccc(F)c4)C3)cc2CC1C (centres undefined)	11.0%	-12.6%	?	0.1%	14.0%	-36.4%[inhibitor]	5.6%	1.0%
CCOC(=O)c1sc(NC(=O)CSc2nc3c(c(-c4ccc(OC)cc4)c2C#N)CCCC3)c(C#N)c1C	4.7%	-3.9%	7.2%	-2.8%	5.7%	-11.2%[57.5 µM]	-0.2%	8.7%
Cc1ccc(NC(=O)c2ccccc2CCc2ccccc2)c(C)c1	6.6%	-4.8%	-5.0%	-9.0%	-9.0%	-5.2%	-1.0%	5.5%
Cc1ccc(NC(=O)COC(=O)C2CC3CCCC(C2)C3=O)c([N+](=O)[O-])c1 (centres undefined)	12.2%	5.3%	23.2%	-11.2%	11.1%	-30.3%[inhibitor]	-16.5%	10.4%
O=C(C[C@@H]1C[C@H]2c3cc(NC(=O)NC4CCCCC4)ccc3O[C@H]2[C@H](CO)O1)NC1CCCCC1	7.0%	1.6%	11.6%	12.6%	?	i	-8.4%	-11.5%
Cn1c(=O)[nH]c(=O)c2c1nc(N1CCCC1)n2CC(O)COc1ccccc1 (centres undefined)	6.9%	-22.0%	-14.0%	-3.5%	12.9%	-19.0%	-20.4%	-25.8%
CCn1c(COc2ccccc2C)nnc1SCC(=O)N1CCC(C)CC1	3.7%	-4.7%	36.3%	6.7%	-5.1%	?	-9.9%	6.2%
Cc1ccc(CNC(=O)CCSCc2ccccc2C)cc1	-3.7%	-15.2%	10.7%	0.3%	8.3%	-27.3%	-18.3%	3.0%
CN1C(=O)/C(=C/c2ccc(O)c([N+](=O)[O-])c2)N(C)C1=S	-0.2%	-11.3%	-39.1%	-9.4%	-10.2%	-5.2%	-12.7%	2.0%
COCCN1Cc2cccc(C(=O)Nc3c(C)cc(C)cc3C)c2C1=O	3.2%	-8.1%	?	-5.0%	-2.0%	12.9%[57.5 µM]	0.0%	-2.6%
O=C(COc1ccccc1)Nc1ncccn1	5.8%	5.2%	-0.8%	-2.0%	-20.6%	i	10.7%	3.5%
COc1ccc(NC(=O)NCc2ccc(Cl)cc2)cc1	-3.6%	10.1%	0.1%	0.2%	4.6%	i	6.6%	2.9%
O=C(COC(=O)C1CCN(S(=O)(=O)c2cccs2)CC1)Nc1ccccc1Br	15.4%	7.9%	20.4%	4.7%	21.7%	i	4.6%	8.5%
New compounds follow:
SMILES	EPAC2 agonist	EPAC2 antagonist	FUS suppressor	aSyn yeast inh	TDP-43 yeast inh	PTHR1 agonist	EPAC1 antagonist	EPAC1 agonist
CSc1nc(N(C)NC(=O)c2ccc(F)cc2)c2ccccc2n1	9.9%	-5.5%	5.4%	-3.4%	-3.4%	i	-9.2%	1.6%
COc1cc(OC)c(/C=N/NC(N)=S)cc1Br	4.2%	20.5%	/	-1.5%	-12.2%	i	6.9%	-3.0%
Cc1ccc(CSc2ccc(-c3cccs3)nn2)cc1	5.2%	1.4%	16.6%&-3.5%	2.3%	12.6%&12.2%	i	-6.0%	-2.6%
CC(C)(C)NC(=O)Cn1c(SCC(=O)NC2CC2)nc2ccccc21	5.8%	-5.1%	-7.5%	-2.2%	7.6%	i	-6.8%	-0.1%
COc1ccc(Cl)cc1NC(=O)C(C)OC(=O)c1ccc(NS(=O)(=O)c2ccc3[nH]c(=O)[nH]c3c2)cc1 (centres undefined)	11.5%	-6.2%	38.5%	-4.7%	5.2%	-11.3%	15.1%	5.0%
CCc1nc2ccc(C(=O)NCCCN3CCCC3=O)cn2c1N(CC)CCN(C)C	1.2%	0.5%	-22.0%	-6.9%	16.4%	i	4.9%	1.9%
CC(C)(C)NC(=O)C(c1cccs1)N(C(=O)c1csnn1)c1ccccc1F (centres undefined)	1.2%	-3.3%	-26.7%	7.1%	0.0%	?	-9.2%	0.9%
Nc1nc2n(n1)C(=O)CC(c1ccccc1)N2 (centres undefined)	-2.8%	3.9%	-12.9%	-6.3%	-0.4%	i	2.3%	-7.5%
FC(F)(F)C(Oc1nc(NC2CCCCC2)nc(N2CCOCC2)n1)C(F)(F)F	5.5%	-28.9%	22.9%	-3.2%	18.2%	i	-23.9%	-8.4%
Cc1ccc(S(=O)(=O)c2nc(NC3CCS(=O)(=O)C3)sc2Cl)cc1 (centres undefined)	-9.8%	1.4%	-13.9%	1.7%	13.1%	-39.1%[inhibitor][57.5 µM]	0.2%	0.3%
Cn1c(CNC(=O)C(Cc2ccccc2)NC(=O)c2ccccc2)cc(=O)n(C)c1=O (centres undefined)	-1.2%	26.1%	4.8%	1.5%	-8.3%	i	-7.2%	-11.3%
Fc1ccc(Nc2nc(Oc3ccccc3F)nc(N3CCCC3)n2)cc1	6.2%	5.3%	5.7%	-13.1%	-12.6%	-27.8%	12.9%	10.4%
CCN(CC)CCNC(=O)c1ccc(NC(=O)c2cccc(S(=O)(=O)N3CCc4ccccc43)c2)cc1	1.5%	-2.1%	31.0%	-8.6%	0.0%	-15.8%	13.1%	11.0%
CN(C)/N=C/c1ccc(P(c2ccc(/C=N/N(C)C)o2)c2ccc(/C=N/N(C)C)o2)o1	7.8%	0.2%	28.5%	4.4%	?	i	-10.5%	9.6%
CCCCCCC(=O)N/N=C(\C)Cc1ccccc1	5.0%	4.9%	-11.9%	-1.5%	22.6%	i	-1.1%	8.4%
CC(C)(C)OC(=O)N1CCC[C@H]1c1nnc(SCC(=O)Nc2cccc(Cl)c2)o1	-1.9%	-10.9%	30.7%	0.3%	12.2%	i	?	-2.6%
COc1ccc(N(CC(=O)N/N=C(\C)c2ccc(OC)c(OC)c2)S(=O)(=O)c2ccccc2)cc1	7.2%	-1.0%	4.5%	-5.2%	-0.1%	-13.3%	-17.3%	-13.9%
COc1cc(C(=O)Nc2ccc(OCC(=O)N3CCOCC3)cc2C)cc(OC)c1OC	0.5%	4.3%	12.9%	-2.9%	-12.5%	i	12.8%	2.0%
COc1ccc(NC2=CC(=O)CC(C)(C)C2)cc1OC	19.9%	-1.1%	-14.8%	0.1%	-11.2%	i	-5.2%	12.8%
CN(C)[C@@H](CO)c1nnc([C@H](CC(=O)O)NC(=O)C2CCNCC2)o1	3.8%	9.3%	-23.4%	-3.5%	3.0%	-19.8%	1.2%	11.7%
CCOC(=O)Cc1csc(NC(=O)c2cccc(OC)c2)n1	-1.7%	2.3%	12.6%	3.7%	16.4%	-9.3%[57.5 µM]	-10.8%	-8.5%
CCCn1nc(C(=O)NCc2ccccn2)c2ccccc2c1=O	7.2%	0.7%	-4.0%	1.7%	9.7%	-20.0%	2.6%	2.6%
O=C(COC(=O)/C=C/c1ccc(Cl)cc1Cl)NCc1ccco1	7.0%	0.7%	4.7%	1.7%	-2.9%	i	-11.7%	0.6%
CN(C)c1ccc(-c2csc(C(O)c3ccc(F)cc3)n2)cc1 (centres undefined)	21.8%	-3.1%	-9.0%	23.3%	15.9%	-24.8%	-6.4%	6.0%
Cc1ccc(CNC(=O)c2ccc([N+](=O)[O-])o2)cc1	-4.1%	-14.0%	5.3%	-1.5%	?	i	-3.2%	3.2%
COc1ccc(CC(=O)Nc2ccc(F)c(S(=O)(=O)N3CCOCC3)c2)cc1	1.5%	-4.5%	7.1%	-0.2%	4.5%	i	-28.1%	-13.0%

Sorted by SMILES length (high to low): some entries from above
SMILES	EPAC2 agonist	EPAC2 antagonist	FUS suppressor	aSyn yeast inh	TDP-43 yeast inh	PTHR1 agonist	EPAC1 antagonist	EPAC1 agonist
CN(C)/N=C/c1ccc(P(c2ccc(/C=N/N(C)C)o2)c2ccc(/C=N/N(C)C)o2)o1	7.8%	0.2%	28.5%	4.4%	?	i	-10.5%	9.6%
Cn1c(CNC(=O)C(Cc2ccccc2)NC(=O)c2ccccc2)cc(=O)n(C)c1=O (centres undefined)	-1.2%	26.1%	4.8%	1.5%	-8.3%	i	-7.2%	-11.3%
COc1ccc(CC(=O)Nc2ccc(F)c(S(=O)(=O)N3CCOCC3)c2)cc1	1.5%	-4.5%	7.1%	-0.2%	4.5%	i	-28.1%	-13.0%
Nc1nc2n(n1)C(=O)CC(c1ccccc1)N2 (centres undefined)	-2.8%	3.9%	-12.9%	-6.3%	-0.4%	i	2.3%	-7.5%
